HTR2A ag = mouse Htr2a agonists via beta-arrestin recruitment, primary screen, cell-based, luminescence. 5-hydroxytryptamine receptor 2A (Mus musculus), P35363. CHO-K1 mHTR2A beta-arrestin complementation; percent of 30 µM serotonin response. activation, % at 7.6 µM. 360,000 tested, 0.66% active;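 active means activation above a run cutoff, the mean activation of all tested compounds plus 3 SD, cut at about 14% in these data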;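 further: 0% = plate median of compound wells and 100% = 30 µM serotonin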
Granule exo inh = LAMP-1 surface exposure blockers, TALL-104 cells – cell-based, flow cytometry, MLPCN library, primary screen | TALL-104 LAMP-1 surface exposure; cells stimulated with thapsigargin and PMA | inhibition, % at 10 µM | 360,000 tested, 0.66% active | AID 651702, 2012;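 active means inhibition above about 55%, limit read from the data; inconclusive means no clear call, values can overlap the other calls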
PDI turbidity = inhibitors of human PDI, primary screen, biochemical, turbidity, single point, plate reader; inhibition, % at 10 µM; PDI insulin aggregation turbidity, A650, 90 min; Protein disulfide-isomerase (Homo sapiens), P07237; 350,000 tested, 0.052% active;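 active means mean inhibition across replicates of 30% or more, whatever share of single replicates reach that level; inconclusive means mean inhibition below 30% while every single replicate reaches 30%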;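 further: absorbance from insulin aggregation driven by PDI reduction with DTT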
MC4R antagonist = MC4R antagonists of cAMP signaling, primary screen, cell-based, TR-FRET, antagonist arm of biased-ligand search | Melanocortin receptor 4 (Homo sapiens), P32245 | MC4R-expressing cells, MTII-stimulated cAMP, LANCE TR-FRET | inhibition, % at 6.5 µM | 360,000 tested, 0.48% active | AID 540295, 2011;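 active means inhibition above its plate's cutoff, the mean of tested wells on that plate plus 3 SD, cut at about 29% in these data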;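 further: 0% = Melanotan II alone and 100% = Melanotan II plus saturating MCL0020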
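Material: U2OS-MC4R stable cell line | Reagent: Melanotan II challenge after compound preincubation | Doses: One concentration, 6.5 µM nominal | Incubation: 30-min compound preincubation, 1-h Melanotan II challenge, 1-h detection, room temperature | Signal: TR-FRET cAMP assay | Replicates: One well per compound, no replicates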
Cardio protect = cardioprotection against H2O2-induced cell death, primary screen, uHTS, H9c2 cells, ATPLite luminescence | AID 588492, 2011 | 360,000 tested, 0.63% active | protection from H2O2 cell death, % at 20 µM | H9c2 cardiomyocytes, H2O2 injury protection, 2 h;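 active means compounds giving at least 50% protection of heart cells from peroxide-induced death in the single-dose screen, raw or plate-pattern-corrected value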;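 further: 0% = DMSO wells with peroxide and 100% = DMSO wells without peroxide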
ABHD5 PLIN5 PPI = ABHD5-PLIN5 interaction inhibitors, primary screen, cell lysate, split luciferase complementation, luminescence. 360,000 tested, 0.78% active. AID 602281, 2012. Split G. princeps luciferase complementation, 4 h. inhibition, % at 4 µM;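 active means inhibition above the mean inhibition across every tested compound plus 3 SD, cut at about 22% in these data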;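 further: 0% = DMSO only wells and the 100% control is not disclosed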
Glyco luc inh = increase of ERlucT glycosylation luciferase signal, primary screen, N-linked glycosylation inhibitor project, D54 ERlucT cells, luminescence, set 2. D54 ERlucT glycosylation luciferase reporter, 24 h; percent of 100 nM tunicamycin response. reporter increase, % at 12.5 µM. 360,000 tested, 0.23% active. AID 588692, 2011;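 active means mean luciferase reporter signal, scaled so untreated is 0 and the glycosylation-blocking control 100, at or above a set limit in every replicate; inconclusive means mean reaches the limit but not every replicate does; inactive means mean below the limit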;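 further: luciferase carries N-glycosylation sites so blocking glycosylation raises the light; 0% = median of neutral control wells and 100% = median of 100 nM tunicamycin wells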
MC4R ag barr = MC4R agonists recruiting beta-arrestin, primary screen, cell-based, luminescence, agonist arm of biased-ligand search; U2OS MC4R beta-arrestin complementation; percent of melanotan II response, DMSO zero; 360,000 tested, 0.98% active; Melanocortin receptor 4 (Homo sapiens), P32245; AID 540308, 2011; activation, % at 8.9 µM;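 active means activation above a per-plate cutoff, the mean activation of sample wells on that plate plus 3 SD, cut at about 8% in these data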
ABCB6 inh 2 = ABCB6 transporter inhibitors, primary screen, K562-ABCB6 cells, flow cytometry, MLPCN library | 360,000 tested, 0.19% active | ATP-binding cassette sub-family B member 6 (Homo sapiens), Q9NP58 | K562-ABCB6 porphyrin accumulation, 1 h; active compounds read low | fluorescence ratio to DMSO, % at 10 µM | AID 602162, 2011;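 active means fluorescence ratio to DMSO below 75%, the collection mean minus 3 SD; inconclusive means too few cells collected in the well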;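 further: signal is porphyrin accumulated inside mitochondria; 100% equals median channel fluorescence of DMSO control wells; lower ratio means ABCB6 inhibition with less porphyrin fluorescence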
Target sequence (Q9NP58 whole entry, looked up): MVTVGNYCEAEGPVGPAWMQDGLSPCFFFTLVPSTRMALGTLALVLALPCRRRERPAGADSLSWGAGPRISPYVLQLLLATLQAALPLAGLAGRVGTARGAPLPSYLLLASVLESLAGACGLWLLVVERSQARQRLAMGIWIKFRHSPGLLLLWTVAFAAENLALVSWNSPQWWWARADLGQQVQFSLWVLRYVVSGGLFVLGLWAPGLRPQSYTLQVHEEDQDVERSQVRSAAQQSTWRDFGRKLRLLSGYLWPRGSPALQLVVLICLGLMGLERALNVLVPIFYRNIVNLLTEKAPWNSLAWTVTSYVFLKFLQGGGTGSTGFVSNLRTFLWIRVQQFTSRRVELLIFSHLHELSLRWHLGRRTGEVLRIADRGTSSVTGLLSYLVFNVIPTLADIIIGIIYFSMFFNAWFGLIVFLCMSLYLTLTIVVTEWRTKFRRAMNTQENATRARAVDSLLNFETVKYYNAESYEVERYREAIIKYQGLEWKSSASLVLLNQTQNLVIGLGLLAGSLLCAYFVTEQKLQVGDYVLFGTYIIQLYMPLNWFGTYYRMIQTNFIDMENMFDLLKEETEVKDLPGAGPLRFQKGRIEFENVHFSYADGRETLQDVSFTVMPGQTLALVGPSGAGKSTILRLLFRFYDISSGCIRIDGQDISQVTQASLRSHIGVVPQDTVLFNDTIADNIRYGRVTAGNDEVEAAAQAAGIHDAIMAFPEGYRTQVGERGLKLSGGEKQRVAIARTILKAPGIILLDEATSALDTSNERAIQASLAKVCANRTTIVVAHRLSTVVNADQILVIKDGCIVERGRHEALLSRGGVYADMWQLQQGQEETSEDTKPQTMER
CaV13 FRET inh = Primary screen for inhibitors of IQ motif and Ca2+-dependent inactivation inhibitor domain binding in CACNA1D, Förster resonance energy transfer in living cells, …; inhibition, % at 12.3 µM; HEK cells, CFP/YFP FRET ICDI-IQ, plate reader, 10 min; percent FRET-ratio fall versus neutral wells; 340,000 tested, 0.098% active;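 active means mean replicate inhibition of at least 30% and at least 1% of replicates passing that level; inconclusive means only one of the two criteria is met; inactive means neither criterion is met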;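 further: 0% = median of the neutral control wells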
Active calls of the source: *; ? = inconclusive; . = not tested or not shown.

SMILES	HTR2A ag	Granule exo inh	PDI turbidity	MC4R antagonist	Cardio protect	ABHD5 PLIN5 PPI	Glyco luc inh	MC4R ag barr	ABCB6 inh 2	CaV13 FRET inh
COCCn1c(=NC(=O)c2ccc(S(=O)(=O)N3CCc4ccccc4C3)cc2)sc2cc(OC)ccc21	-4	-5	3	-3	-4	1	-2	-1.1	95	-3
CCCCC(=O)Nc1ccc(N2CCN(C(=O)CC)CC2)cc1	0	-2	-9	21	3	-4	0	-0.7	102	-7
CCN1Cc2c(/C=C/c3ccccc3)nc3ccc(OC)cc3c2N(c2cccc(Cl)c2)C1	-3	65*	-27	5	-5	-13	20	-1.3	151	-22
CCN1C(=O)c2ccccc2Sc2ccc(C(=O)NCCCN(CC(C)C)CC(C)C)cc21	-16	47	1	18	-6	5	0	0.4	96	-5
CCN(CC)c1ccc(C(=C2C=CC(=[N+](CC)CC)C=C2)c2ccc(S(=O)(=O)O)cc2S(=O)(=O)[O-])cc1	-9	2	-87	-32	-4	-2	-10	-1.7	98	-2
CC(c1ccc2ccccc2c1)c1ccccc1C(=O)O (configuration not stated)	-2	-1	-2	5	0	-6	0	-1.6	99	-11
NC(=O)c1ccccc1NC(=S)NC(=O)c1ccc(Br)o1	0	-2	1	0	12	-4	10	-1.7	102	-12
CN(C)c1ccc(C(C(=O)NCC2CCCO2)N(Cc2ccccc2)C(=O)c2snc(C(N)=O)c2N)cc1 (configuration not stated)	5	0	2	8	51*	4	-2	1.1	97	-7
CN(C)S(=O)(=O)c1ccc(N2CCCC2)c(C(=O)NNC(=O)c2ccc(F)cc2)c1	-3	4	1	-1	22	1	1	0.9	96	-2
COCCCNc1c2c3c(cccc3[nH]c1=O)C(=O)c1ccccc1-2	9	-4	6	-26	6	6	9	0.0	128	-22
Cc1cccc(NC(=O)NC2CCCCCCC2)c1	-9	0	5	11	-5	-1	-4	-0.6	101	-6
N#CC1C(=O)NC(N2CCN(c3ccccc3)CC2)=NC12CCCCC2 (configuration not stated)	4	-3	-1	-3	0	-4	1	-1.2	97	-3
Cc1cccc(N/N=C2/COC(C)(C)CC2=O)c1	-3	-2	0	2	-4	-2	-8	-3.2	96	-6
Cc1onc(-c2ccccc2)c1C(=O)NC1CCC(C)CC1 (configuration not stated)	-1	-2	2	1	-5	-4	-2	-1.4	75	-7
CCN(CC)CC(=O)c1c[nH]c2ccc(C)cc12	7	0	-7	4	3	-2	4	-1.5	100	-7
COCCN(CCOC)Cc1c(O)ccc2c3c(c(=O)oc12)CCC3	4	-2	-2	10	6	3	0	-1.8	98	-5
CCN(CC)c1ccc(/C=N/NC(=O)C(O)c2ccccc2)cc1 (configuration not stated)	2	-2	-1	8	3	1	-1	0.1	92	-2
Nc1ccc(-c2cc3ccccc3c(=O)o2)cc1	-4	-5	-3	8	-14	3	-4	-1.3	100	-44
N#Cc1c(/N=C/c2ccccc2)oc(-c2ccccc2)c1-c1ccccc1	-6	-3	-4	3	-11	-1	-3	-1.1	96	-7
CN(C)/C=C(/C#N)C(=O)c1cccc(Oc2ccc(C(C)(C)C)cc2)c1	-2	1	-3	8	-27	1	-1	1.4	98	-5
CCCOc1ccc2c(C)c(CC(=O)OC)c(=O)oc2c1	1	-2	6	14	-15	-1	2	1.8	101	-6
CCN(C(=O)CN1CCC(C)CC1)c1c(N)n(Cc2ccccc2)c(=O)[nH]c1=O	2	3	-4	9	4	1	2	1.7	98	-2
CCCCn1c(N)c(N(CCOC)C(=O)CSc2n[nH]c(-c3ccc(OC)cc3)n2)c(=O)[nH]c1=O	-2	-1	-9	1	-7	9	2	-0.7	105	-10
CCOC(=O)c1[nH]c(C)c(C(=O)NC(C)(C)C)c1C	3	2	5	-1	9	-3	-1	-2.0	95	-7
COC(=O)c1ccc(-c2ccco2)n1Cc1cccc(C)c1	-3	4	0	-1	-2	-7	-4	0.5	101	-5
Cc1ccc(-c2cnc3c(c2)C(=O)N([C@H](C)CO)C[C@@H](C)[C@@H](CN(C)C(=O)Cc2ccccc2)O3)cc1	2	-5	7	14	-6	-8	2	0.8	97	-3
O=S(=O)(NCc1cccnc1)c1cccs1	6	-3	-3	-2	3	4	-2	-0.1	99	.
Cc1cc(C)cc(Cn2c(C)c(C(=O)N(C)Cc3ccc(F)cc3)sc2=O)c1	-11	13	-3	-3	0	2	-9	1.5	101	-4
Cc1cccc(C(=O)Nc2ccccc2NC(=O)c2cccc(C)c2)c1	-2	-2	13	-2	10	-8	-1	2.1	94	-5
CCOC(=O)N1CCN(C(=O)COc2ccccc2OC)CC1	6	1	-11	-4	-2	0	0	-2.1	101	-5
CN(C)S(=O)(=O)c1cccc(NC(=O)COC(=O)/C=C/c2ccco2)c1	3	-3	1	0	-3	25*	2	5.4	102	-7
CCCn1c(SCC(=O)Nc2cccc(NC(C)=O)c2)nnc1C(C)C	3	2	3	6	1	0	1	-1.9	93	.
CC1=NN(c2ccc(N)cc2)C(=O)C1	-4	2	10	-1	-1	-25	3	0.5	79	-2
CCCCN(C)CCCNC(=O)C1CC(=O)N(Cc2ccc(OC)cc2)C1 (configuration not stated)	2	-2	11	1	14	-4	-1	-1.0	100	.
CCCCCn1c(NC2CCCCC2)nc2c1c(=O)[nH]c(=O)n2C	13	-2	1	5	-17	-7	0	-0.1	99	-6
NC(=S)N/N=C/c1cn(-c2ccccc2)nc1-c1cccnc1	1	1	3	-2	19	1	1	-0.2	96	-4
O=C(c1cn(Cc2ccccc2)nc1-c1ccc(Cl)cc1)N1CCN(c2ccccn2)CC1	8	12	4	9	5	9	-1	3.1	102	-2
COc1cc2c(cc1OC)C(c1ccccc1)N(C(=O)c1ccco1)CC2 (configuration not stated)	-6	-2	.	11	12	7	34*	-0.9	95	-2
COc1ccc(Cc2nc(-c3ccc(Br)o3)no2)cc1OC	-6	2	.	2	-1	4	-1	-1.5	101	-11
Cc1cc(SCC(=O)N/N=C/c2ccc(O)c(O)c2O)c(C)cc1Br	4	8	-2	10	41	-11	-5	3.0	103	-6
CC(=O)NC(Cc1ccccc1F)C(=O)NC1CCN(C(=O)NCc2ccccc2)CC1 (configuration not stated)	2	-3	-14	10	1	1	2	0.2	97	-3
COC(=O)c1ccccc1COn1c(=O)c[n+]([O-])c2ccccc21	6	9	3	16	3	6	0	0.9	121	-6
CCOC(=O)[C@]12CCCC=C1N(Cc1ccc(Cl)cc1Cl)C(=O)[C@H](CC(=O)NCC13CC4CC(CC(C4)C1)C3)C2	-4	7	.	.	.	-7	.	.	97	-4
CCOC(=O)C1=CC[C@@H](c2ccccc2C(F)(F)F)N(S(=O)(=O)c2ccc(C)cc2)[C@H]1c1ccc(C#N)cc1	17*	0	.	.	3	1	-6	.	100	-3
CC(C)CC(NC(=O)C(NC(=O)OC(C)(C)C)C(C)C)C(=O)NC(CCC(=O)OCc1ccccc1)C(N)=O (configuration not stated)	6	1	18	9	-3	-4	0	-0.6	98	-4
CCC(C)[C@H]1COCCS(=O)(=O)N1Cc1ccc(Cl)cc1Cl (some centres not stated)	-2	-3	-5	-1	-11	5	-1	0.3	99	-9
CCOc1cc(/C=C2/N=C(C)C(C(=O)OC)=C2O)ccc1O	0	0	7	-39	0	1	2	-4.5	100	-14
CC(=O)O[C@@H]1C[C@@]2(C)[C@@H](CC[C@H]2[C@@H](C)/C=C\CC(C)C)C2=C[C@@H](O)[C@@]3(O)C[C@@H](O)[C@H](O)C[C@]3(CO)[C@]21O	1	13	.	12	0	0	2	-0.6	100	.
COc1cc(CNC2CCCCC2OC)cc(OC)c1 (configuration not stated)	0	2	0	-1	-2	-3	-1	-1.6	106	-1
O=C(Cc1nc2ccccc2[nH]1)c1cccc([N+](=O)[O-])c1	0	12	7	7	-15	-3	-4	1.9	100	-3

Next section
SMILES	HTR2A ag	Granule exo inh	PDI turbidity	MC4R antagonist	Cardio protect	ABHD5 PLIN5 PPI	Glyco luc inh	MC4R ag barr	ABCB6 inh 2	CaV13 FRET inh
Cc1ccc(C)c2c1c1ccccc1n2C	4	-13	5	11	-2	5	0	-0.2	98	-15
Cc1cc(C)c(NC(=O)Cn2cnc3c(oc4ccccc43)c2=O)c(C)c1	1	4	5	28	-6	-5	2	3.2	95	-2
O=C(CN1CCN(CCC(=O)Nc2ccccc2F)CC1)Nc1ccc(Cl)cc1	-2	6	7	1	-6	12	-2	3.1	98	-1
CN(CCC#N)C(=O)c1cc2c(Cl)nc3ccccc3c2s1	-1	-14	-4	-3	2	-10	-2	0.8	102	-5
Cc1ccc2nc(-c3ccc(NC(=O)Cc4cccs4)cc3)[nH]c2c1	-4	68*	7	15	-4	5	?	9.4*	102	-7
CCCNS(=O)(=O)c1ccc(CCC(=O)NCC2CCCO2)cc1 (configuration not stated)	1	-2	3	-4	2	8	-2	-0.2	97	-7
COc1ccc(/C(C)=N/NC(=O)CNC(=O)c2cccnc2)c(OC)c1	5	8	8	3	8	-8	1	-1.4	96	-4
Cc1ccccc1OCC(=O)NCCN1CCCC1	-1	-2	5	-3	5	3	0	-1.6	88	-5
COc1ccc(C(=O)Nc2nc(C)c(C(C)=O)s2)cc1S(=O)(=O)N1CCOCC1	14	2	5	4	5	1	1	-1.5	94	-2
COCc1ccc(C(=O)N2CCCC(C(=O)c3cccc(C(F)(F)F)c3)C2)o1 (configuration not stated)	3	-1	-11	2	-2	4	-2	-1.4	94	-5
Cc1nc(Cl)c(C#N)c2c1CCCC2	-1	-3	0	5	3	-5	-5	-0.6	99	-6
COCc1cc(C)nc2sc(C(=O)Nc3cccc(OC)c3)c(N)c12	0	19	3	-9	3	3	-3	-1.6	96	-6
COc1ccc(Cc2nc3ccc(C(=O)NC4CCOC4)cc3o2)cc1 (configuration not stated)	-1	0	0	0	4	0	2	-0.6	96	-13
COCCn1c(C)cc(C2=NNC(=Nc3ccc(OC)cc3)SC2)c1C	-1	-1	-1	-3	3	-13	0	-0.5	98	.
N#CCC(=O)Nc1ccc(C(=O)OCC(=O)N(C2CCCCC2)C2CCCCC2)cc1	-3	12	0	9	-4	4	-3	2.6	98	-2

Screening data (PubChem BioAssay)
